# Screens (PubChem)
# Kir21 inh – inhibitors of mouse Kir2.1 inward-rectifier potassium channel; Inward rectifier potassium channel 2 (Mus musculus), P35561; HEK293-Kir2.1, FluxOR thallium flux fluorescence; hits give low values; B-score at 10 µM; 310,000 tested, 0.85% active; AID 1672, 2009;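 active = fluorescence ratio B-score at or below minus 3 SD of library scores, with starting-brightness B-score within 2 SD, cut at about -4.2 in these data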;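 also: channel flux triggered by added potassium and thallium sulfate stimulus; B-score of peak minus minimum fluorescence over baseline after thallium stimulus; more negative B-score means stronger Kir2.1 block with less thallium influx; some compounds called inactive have numbers as strong as hits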
# KCNQ2 inh – KCNQ2 potassium channel inhibitors, primary screen, cell-based, CHO-K1, FluxOR thallium flux, B-score (AID 2156) | B-score at 10 µM | 20 min; hits give low values | Potassium voltage-gated channel subfamily KQT member 2 (Rattus norvegicus), O88943 | 310,000 tested, 1.1% active;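 active = fluorescence ratio B-score at most minus 3 library SDs, with starting brightness B-score within 2 library SDs, cut at about -5.5 in these data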
# Target sequence (O88943 whole entry, looked up): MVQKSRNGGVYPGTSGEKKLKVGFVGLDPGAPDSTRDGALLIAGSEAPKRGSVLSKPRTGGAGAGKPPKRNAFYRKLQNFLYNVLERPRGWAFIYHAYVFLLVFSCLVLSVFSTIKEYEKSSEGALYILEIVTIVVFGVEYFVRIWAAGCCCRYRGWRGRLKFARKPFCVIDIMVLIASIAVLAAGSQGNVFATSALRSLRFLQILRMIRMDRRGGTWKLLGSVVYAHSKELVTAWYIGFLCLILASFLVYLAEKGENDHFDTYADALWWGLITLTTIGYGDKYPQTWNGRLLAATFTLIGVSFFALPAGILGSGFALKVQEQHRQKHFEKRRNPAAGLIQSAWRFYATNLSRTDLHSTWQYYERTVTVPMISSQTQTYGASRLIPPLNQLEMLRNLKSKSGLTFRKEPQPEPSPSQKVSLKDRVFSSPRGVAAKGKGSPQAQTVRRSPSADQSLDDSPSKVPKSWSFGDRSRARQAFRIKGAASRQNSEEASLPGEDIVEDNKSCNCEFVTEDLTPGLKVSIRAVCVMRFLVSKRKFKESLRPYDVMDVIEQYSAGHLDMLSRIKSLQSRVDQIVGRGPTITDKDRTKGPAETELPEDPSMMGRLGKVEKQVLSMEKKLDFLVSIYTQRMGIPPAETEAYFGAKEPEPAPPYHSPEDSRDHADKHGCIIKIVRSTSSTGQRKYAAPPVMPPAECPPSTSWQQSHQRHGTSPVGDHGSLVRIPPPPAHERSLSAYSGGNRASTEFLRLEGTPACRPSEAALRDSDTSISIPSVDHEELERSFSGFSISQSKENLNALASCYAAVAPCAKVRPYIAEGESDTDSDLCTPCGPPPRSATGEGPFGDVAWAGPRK
# * hit, by the source's call; i = inactive.
Molecule,Kir21 inh,KCNQ2 inh
CC(C)(C)c1nn2cnnc2n(/N=C/c2ccc(O)cc2)c1=O,0.23,i
COc1cccc2cc(-c3nnc(SCC(=O)NCCc4ccccc4)n3C)oc12,1.3,i
CC(C)Oc1cccc(C(=O)C2CCCN(C(=O)c3cncs3)C2)c1 (stereo not given),0.03,i
COc1ccc(C2CCN(CC(=O)N(C)C)CC2O)cc1 (stereo not given),0.68,i
CCN(c1ccc(NC(=O)COC(=O)c2ccc(S(=O)(=O)N3CCCC3)cc2)cc1)C(C)C,0.76,i
FC(F)(F)c1ccc(Cl)c(N/N=C/c2ccc(N3CCOCC3)s2)c1,0.73,i
O=C(c1n[nH]c(=O)c2ccccc12)N1CCN(c2ccccc2)CC1,0.53,i
O=C(c1ccccc1Cc1ccccc1)N1CCN(S(=O)(=O)c2ccccc2)CC1,0.79,i
COc1ccccc1NS(=O)(=O)c1cc(C(=O)NCC(c2ccco2)N2CCCCC2)ccc1C (stereo not given),0.14,i
CCOC(=O)c1c(NC(=O)CSc2nnnn2CC)sc(C)c1C,-0.25,i
CCOc1ccccc1NC(=O)CCS(=O)(=O)c1ccc(OC)cc1,0.97,i
Cc1ccc(/C=N/Nc2ccc(F)cc2)s1,2.5,i
CN(Cc1cnccn1)C(=O)CC1C(=O)NCCN1CC(c1ccccc1)c1ccccc1 (stereo not given),-0.94,i
COc1cccc(NC(=O)Cn2c(=O)oc3ccccc32)c1,0.14,i
COc1cccc(N(CC(=O)NC2CCCCC2)C(=O)CCC(=O)Nc2nccs2)c1,0.16,i
CC1CCN(Cc2cc(=O)oc3ccc4ccccc4c23)CC1,-0.19,i
O=C(NCCCc1ccccc1)C1CC(=O)N(c2ccc3c(c2)OCCO3)C1 (stereo not given),-1.7,i
O=C1N(c2ccc(Cl)cc2)C(c2ccc(Cl)cc2)N2CCCN12 (stereo not given),2,i
O=C(CCCC(=O)N(CC(=O)NC1CCCC1)c1ccc(F)c(Cl)c1)Nc1ccccn1,-0.68,i
c1ccc(-n2ncc3c(NCC4CCCO4)ncnc32)cc1 (stereo not given),0.01,i
Cc1c(C(C)(C(=O)O)c2c(C)n(C)c3ccccc23)c2ccccc2n1C,-0.03,i
CCc1nc2oc3ccccc3c(=O)c2c(=O)n1-c1ccccc1,0.49,i
Cn1c(N)c(C(=O)COC(=O)c2cccnc2Cl)c(=O)n(C)c1=O,0.74,i
COc1ccccc1NC(=O)C1CCOC1=O (stereo not given),1.6,i
CCOC(=O)C1CCN(C(=O)CN2C(=O)c3cccnc3Oc3ccc(C)cc32)CC1,0.04,i

# Next part; the last 4 above are carried over.
Molecule,Kir21 inh,KCNQ2 inh
CCc1nc2oc3ccccc3c(=O)c2c(=O)n1-c1ccccc1,0.49,i
Cn1c(N)c(C(=O)COC(=O)c2cccnc2Cl)c(=O)n(C)c1=O,0.74,i
COc1ccccc1NC(=O)C1CCOC1=O (stereo not given),1.6,i
CCOC(=O)C1CCN(C(=O)CN2C(=O)c3cccnc3Oc3ccc(C)cc32)CC1,0.04,i
Cc1c(NS(=O)(=O)c2cccc(C(=O)NCc3ccccc3)c2)c(=O)n(-c2ccccc2)n1C,0.21,i
CC(C)CC(C(=O)OCC(=O)Nc1ncc(Cl)cc1Cl)N1C(=O)c2ccccc2C1=O (stereo not given),0.07,i
O=c1c2ccc(Cl)cc2nc(-c2ccc([N+](=O)[O-])cc2)n1O,1,i
NC(=O)CSc1nc(N)c2c3c(sc2n1)CCCCC3,1.4,i
CN1CCC(N(C)C(=O)CCc2nc3ccccc3c(=O)[nH]2)CC1,1.2,i
O=S1(=O)CCC(=Nc2ccc(Cl)cc2)c2ccsc21,0.2,i
CCCCNC(=O)Nc1c(C(=O)OCC)[nH]c2ccccc12,2,i
Cc1ccc(NC(=O)COC(=O)C2COc3ccccc3O2)cc1S(=O)(=O)N1CCOCC1 (stereo not given),3,i
COc1ccc(-c2[nH]ncc2/C=C(/C#N)C(=O)NC2CCCCCC2)cc1,0.97,i
CCOC(=O)c1ccc(NC(=O)COc2cc3oc(=O)c(CC(C)O)c(C)c3cc2Cl)cc1 (stereo not given),-0.6,i
COc1ccc(C)cc1NC(=O)C12CCC(C)(C(=O)O1)C2(C)C (stereo not given),1.7,i
CC12CN(C(=O)c3ccccc3Br)CC(C)(CN(C(=O)c3ccccc3Br)C1)C2=O,2,i
COc1ccc(N2C(=O)CC(Sc3nc4ccccc4s3)C2=O)cc1 (stereo not given),-1.1,i
Cc1ccc(Cn2cccc(NC(=O)CCC3CCCC3)c2=O)cc1,0.24,i
Cc1ccnc(N2CCC(C(=O)NNC(=O)c3ccncc3)CC2)n1,0.16,i
O=c1[nH]c(CSc2nnc(NCCCN3CCOCC3)s2)nc2cc(Cl)ccc12,2.5,i
Cc1ccc(C)c(OCCC(=O)NCCc2ccc(F)cc2)c1,-1.9,i
CC(C)(C)c1ccc(OCC(O)CS(=O)(=O)c2ccccn2)cc1 (stereo not given),1.2,i
CCOc1ccccc1NC(=O)COc1ccc2ccc(=O)oc2c1,-0.52,i
Cc1ccc(CN(c2ccc(C(=O)NCC3CCCO3)cc2)S(C)(=O)=O)cc1 (stereo not given),-1.5,i
CCOC(=O)Nc1sc(C)nc1-c1ccccc1,1.1,i
C/C(=N\Nc1nc2c(s1)CCCC2)c1ccc(Cl)cc1,0.02,i
CC(=O)c1ccc(-n2nncc2C(C)(C)C)cc1,0.06,i
O=C(Nc1ccccc1Cl)c1cccc(NC(=O)c2cccs2)c1,0.66,i
COC(=O)c1c(NC(=O)c2ccnn2C)sc(C)c1C,1.6,i
COc1nnc(-c2ccc(C)c(S(=O)(=O)NC(C)C)c2)c2ccccc12,-0.12,i
O=C(CSc1ccc(Cl)cc1)Nn1cnnc1,-1.2,i
COc1ccccc1CNC(=O)c1cnc2sccn2c1=O,0.9,i
CC12CCC(C(=O)N(CSC(=S)N/N=C\c3ccccc3O)C1=O)C2(C)C (stereo not given),0.09,i
O=C(OC1CCN(c2ncc(C(F)(F)F)cc2Cl)CC1)c1ccccc1,0,i
Nc1nc2c(nc(Br)n2[C@@H]2O[C@@H]3COP(=O)(O)O[C@H]3[C@H]2O)c(=O)[nH]1,0.95,i
N#CC1=C(N)N=C(SCc2cccc3ccccc23)C(C(N)=O)C12CCCCC2 (stereo not given),-0.85,i
COc1ccccc1CN1CC(C(=O)NCCc2ccccc2Cl)CCC1=O (stereo not given),0.68,i
Cc1nn(S(=O)(=O)N2CCCCC2)c(C)c1Br,1.2,i
COc1cc(OC)cc(-c2nc3ccccc3c(=O)n2OC(=O)c2ccc(Br)cc2)c1,-0.69,i
O=C(c1ccc2oc(CCc3ccccc3)nc2c1)N1CC[C@H](O)C1,-0.67,i
Cc1ccccc1C(=O)N1CCC(C(=O)N(CC(C)C)c2c(N)n(Cc3ccccc3)c(=O)[nH]c2=O)CC1,-0.18,i
O=C(COC(=O)c1ccc(O)cc1O)Nc1ccc(Cl)cn1,-0.64,i
Cc1cccc(CC2SC(N3CCN(c4ccccc4)CC3)=NC2=O)c1 (stereo not given),-1.1,i
CN(C)S(=O)(=O)c1ccc(NC(=O)Cc2ccc(S(=O)(=O)N3CCOCC3)s2)cc1,-0.62,i
Cc1c(NC(=O)c2ccc(S(=O)(=O)N3CC(C)OC(C)C3)cc2)c(=O)n(-c2ccccc2)n1C (stereo not given),0.79,i
CC1CCc2nc(NC(=O)C3CCCO3)sc2C1 (stereo not given),3.4,i
Cc1nnc(N2CCOCC2)c2nn(-c3ccccc3)c(C)c12,0.96,i
O=C(C1CCN(Cc2ccc(F)cc2)CC1)N1CCN(C/C=C/c2ccccc2)CC1,-1.2,i
Cc1cccc(NC(=O)COC(=O)c2ccc3c(c2)OCO3)c1C,-0.88,i
CC1(C)Oc2ccc3ccc(=O)oc3c2/C(=C/O)C1=O,-0.27,i
CCCSCCCNC(=O)c1ccc(NC(=O)C2=CSCCO2)cc1,0.08,i
CC(=O)c1cc(F)c(N2CCN(C(=O)Cc3ccccc3)CC2)cc1C,0.9,i
Cc1occc1C(=O)N/N=C/c1ccccn1,-0.08,i
COc1cccc(CN(C)CC(=O)Nc2c(C)cccc2C(C)C)c1,-2.5,i

# Next section:
Molecule,Kir21 inh,KCNQ2 inh
C=CCc1cccc2cc(C(=O)Nc3ccc(NC(C)=O)cc3)c(=O)oc12,0.44,i
CCOC(=O)C/C(N)=N/NC(=O)c1ccc(Cl)cc1Cl,2.1,i
C#CCOCCOCCOCCNc1nc(N2CCN(C(=O)[C@H](CCC(=O)O)n3cc(C(N)CO)nn3)CC2)nc(N2CCN(C(=O)[C@H](Cc3cc4ccccc4[nH]3)n3cc(C(N)[C@H](C)CC)nn3)CC2)n1 (stereo not given in full),0.16,i
CC1CN(C(=O)CCC(=O)N2CCN(c3cccc(C(F)(F)F)c3)CC2)c2ccccc2O1 (stereo not given),-2.3,i
CC(C)(C)c1ccc(OCCNC(=S)NC(=O)c2cccnc2)cc1,0.47,i
CCOC(=O)CN(C(=O)CN1CCOCC1)c1ccc(Br)cc1,-2.1,i
Cc1ccc2cc(C(c3nnnn3C3CCCC3)N3CCOCC3)c(=O)[nH]c2c1C (stereo not given),0.5,-9.5*
CC1=C(C(=O)OC(C)C)C(c2cccnc2)C2=C(CC(C)(C)CC2=O)N1 (stereo not given),-0.8,i
O=[N+]([O-])c1cc([N+](=O)[O-])c(Oc2ccc(F)cc2F)cc1NN1CCCCC1,0.32,i
CCCn1c(=S)[nH]c2sc3c(c2c1=O)CCCC3,-0.09,i
CCc1ccc(C(C)NC(=O)c2ccc3c(c2)OCO3)cc1 (stereo not given),0.01,i
CC(=O)N1CCN(c2ccc(NC(=O)c3ccc([N+](=O)[O-])cc3Cl)cc2)CC1,-0.26,i
CCOc1ccc(CCNC(=O)COc2cc(=O)n(C)c3ccccc23)cc1OCC,-0.28,i
C1=C(C(c2nnnn2C2CCCCC2)N2CCCCC2)COc2ccccc21 (stereo not given),-0.05,i
CCn1c(CN2CCN(c3cccc(C)c3C)CC2)n[nH]c1=S,0.3,i
O=C(O)c1nn(Cc2csc(-c3ccccc3)n2)c(=O)c2ccccc12,1.5,i
O=C(O)c1cccc(S(=O)(=O)Nc2cccc3ccccc23)c1,0.4,i
O=C(CN(Cc1ccc(Cl)cc1)C(=O)c1csnn1)NCc1ccc(F)cc1,-0.1,i
CC(C)C(=O)NCCc1nc(-c2ccc(Cl)cc2)no1,2.3,i
O=C1C2C3C=CC(O3)C2C(=O)N1CC(O)c1ccccc1 (stereo not given),-0.13,i
COc1ccc(CC(=O)O/N=C(\N)c2ccccn2)cc1,-1.2,i
COc1ccccc1C(=O)Nc1ccnn1C1CCN(Cc2ccc3nonc3c2)CC1,0.31,i
CN=C(Nc1ccc(C(=O)OC)s1)c1ccc(Cl)cc1,-1.1,i
COC(=O)C1=C(C)N(CC(C)C)C(=O)/C1=C\c1cccs1,0.46,i
Cc1c(NC(=O)C(C)N2C(=O)C3C4C=CC(C4)C3C2=O)c(=O)n(-c2ccccc2)n1C (stereo not given),2.1,i

# As entered above:
# CC12CCC(C(=O)N(CSC(=S)N/N=C\c3ccccc3O)C1=O)C2(C)C (stereo not given) in Kir21 inh shows 0.09
# Cc1nnc(N2CCOCC2)c2nn(-c3ccccc3)c(C)c12 in Kir21 inh shows 0.96
# COc1ccccc1CN1CC(C(=O)NCCc2ccccc2Cl)CCC1=O (stereo not given) in Kir21 inh shows 0.68
# O=C(O)c1nn(Cc2csc(-c3ccccc3)n2)c(=O)c2ccccc12 in Kir21 inh shows 1.5
# CC12CN(C(=O)c3ccccc3Br)CC(C)(CN(C(=O)c3ccccc3Br)C1)C2=O in Kir21 inh shows 2

# One compound at a time (already shown):
# `CCc1nc2oc3ccccc3c(=O)c2c(=O)n1-c1ccccc1` in the list: Kir21 inh: 0.49; KCNQ2 inh: i
# `O=c1c2ccc(Cl)cc2nc(-c2ccc([N+](=O)[O-])cc2)n1O` in the list: Kir21 inh: 1; KCNQ2 inh: i

# (list continues)
Molecule,Kir21 inh,KCNQ2 inh
CCN1/C(=C(\O)c2ccccc2)C(=O)c2ccccc2S1(=O)=O,1.9,i
COC(=O)c1ccc(NS(=O)(=O)c2ccc(Cl)cc2)o1,0.98,i
CCC(C)(C)n1nnnc1C(c1cc2ccc(OC)cc2[nH]c1=O)N1CCc2ccccc2C1 (stereo not given),-0.78,i
COC1=CC(=O)CC(C)C12Oc1cc(OC)cc(OC)c1C2=O (stereo not given),2.3,i
O=C(Nc1ccccc1)C1CC2CCC1C2 (stereo not given),-0.5,i
COc1cc(NC(=O)C2CC(c3c(F)cccc3Cl)=NO2)c(OC)cc1Cl (stereo not given),-0.41,i
O=C(NCc1ccc(OC(F)(F)F)cc1)C1CC(c2ccc(C(F)(F)F)cc2)=NO1 (stereo not given),0.24,i
COc1ccc(OC)c(CNC(=O)CCNC(=O)Cn2ccc3ccccc3c2=O)c1,2.5,i
COCCCNC(=O)C(Cc1ccccc1)NS(=O)(=O)c1ccc2c(c1)c(=O)n(C)c(=O)n2C (stereo not given),0.14,i
Cc1ccc(SCc2nc3ccccc3[nH]2)cc1,0,i
O=C(NC(=S)N1CCCC1)c1ccccc1Cl,1.1,i
COCCNC(=O)c1ccc2c(Cl)c3c(nc2c1)CCC3,-0.21,i
COc1cc(C(NC(C)=O)NC(C)=O)ccc1OCc1ccccc1,1.8,i
O=c1c2c(nc(NCCO)n1CC1CCCCC1)-c1ccccc1CC21CCCC1,0,-8.8*
COCCNCC(=O)NC12CC3CC(CC(C3)C1)C2,0.45,i

# No enrichment for hits, and some 1.9% of all compounds hit somewhere here.
